# Cneo AK release – Cryptococcus neoformans cell lysis inducers, primary screen, AK release luminescence, single concentration. C. neoformans lysis, adenylate kinase release luminescence, 4 h; normalised: neutral wells 0, clomiphene wells 100. lysis activity, % at 15 µM. hit rate 0.2% among 360,000;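 active means mean lysis activity across replicates of at least 80%, whatever share of replicates individually reach that level; inactive means mean lysis activity below 80%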
#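 Test system: log-phase Cryptococcus neoformans yeast cells. Input: 5 × 10^6 yeast cells/mL. Medium: fresh YPD growth medium. Doses: single dose. Incubation: static 4 h at 37 °C with compound, 1 h detection. Measured by: luminescent adenylate kinase detection reagent. Read-out: signal increase indicating cell lysis. Benchmarks: Clomiphene.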
# PglD inh – C. jejuni PglD acetyltransferase inhibitors, primary screen, biochemical, DTNB colorimetric, single point; purified PglD enzyme, DTNB colorimetric CoA detection; inhibition, % at 12.5 µM; hit rate 0.098% among 360,000; in the data active means inhibition above about 16%, passing the limit was not always enough; inconclusive means no clear call, values can overlap the other calls; further: strong numbers were not always called active
# PGC1a acetyl inh – inhibitors of PGC1a acetylation signal, primary screen, cell-based, U2OS, AlphaScreen, inhibitor mode; AlphaScreen anti-acetyl-lysine; with virally co-expressed GCN5 acetyltransferase; inhibition, % at 15.6 µM; hit rate 0.17% among 350,000;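 active means every replicate shows inhibition of at least 40%; inconclusive means mean inhibition at least 40% but some replicate below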;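 further: 0% = neutral control wells and 100% = positive control wells; some results beyond the cut were filed as inactive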
# E-sel inducer – E-selectin induction in HUVECs, primary screen, imaging, HUVEC, immunofluorescence imaging, single point. P16581. normalized: neutral wells 0, TNF-alpha wells 100. activation, % at 7.58 µM. hit rate 0.37% among 260,000;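 active means mean E-selectin-positive cell signal at least 10% of the positive control, reached in at least 60% of replicates, without over 20% cell loss; inconclusive means no rule given, readout overlaps actives, possibly toxicity-flagged; inactive means the rest, including those meeting only one limit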;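 further: in these data hits start at about 27%; measured in HUVEC primary endothelial cells; signal is the percent of cells scored E-selectin positive by PE staining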
# Target sequence (P16581 whole entry, looked up): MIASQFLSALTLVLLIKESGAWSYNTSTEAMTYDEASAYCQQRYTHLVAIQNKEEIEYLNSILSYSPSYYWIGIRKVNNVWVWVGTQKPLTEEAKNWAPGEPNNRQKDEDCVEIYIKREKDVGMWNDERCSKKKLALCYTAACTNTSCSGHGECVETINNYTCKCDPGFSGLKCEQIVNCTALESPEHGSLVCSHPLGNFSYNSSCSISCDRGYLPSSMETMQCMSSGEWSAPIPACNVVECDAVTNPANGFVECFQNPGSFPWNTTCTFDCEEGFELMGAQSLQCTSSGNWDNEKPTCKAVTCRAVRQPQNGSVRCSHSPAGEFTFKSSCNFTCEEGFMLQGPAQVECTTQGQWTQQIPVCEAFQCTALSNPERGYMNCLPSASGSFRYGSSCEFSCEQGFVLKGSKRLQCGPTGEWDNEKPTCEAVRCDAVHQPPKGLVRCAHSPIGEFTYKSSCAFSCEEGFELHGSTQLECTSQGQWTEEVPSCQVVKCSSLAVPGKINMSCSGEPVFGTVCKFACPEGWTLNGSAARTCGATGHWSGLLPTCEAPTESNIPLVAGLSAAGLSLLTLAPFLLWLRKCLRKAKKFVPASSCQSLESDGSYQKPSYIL
#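 Test system: HUVEC; input: 3,000 HUVEC/well; measured by: immunofluorescence imaging; read-out: % PE-positive cells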
# RAD52 anneal inh – RAD52 DNA annealing inhibitors, primary screen, biochemical, FRET, single point, set 2; recombinant RAD52 DNA annealing, FRET fluorescence; inhibition, % at 18.7 µM; hit rate 0.46% among 360,000; AID 651710, 2012;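 active means every replicate showing at least 50% inhibition; inconclusive means mean inhibition at least 50% but not in every replicate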
# Target sequence (P43351 whole entry, looked up): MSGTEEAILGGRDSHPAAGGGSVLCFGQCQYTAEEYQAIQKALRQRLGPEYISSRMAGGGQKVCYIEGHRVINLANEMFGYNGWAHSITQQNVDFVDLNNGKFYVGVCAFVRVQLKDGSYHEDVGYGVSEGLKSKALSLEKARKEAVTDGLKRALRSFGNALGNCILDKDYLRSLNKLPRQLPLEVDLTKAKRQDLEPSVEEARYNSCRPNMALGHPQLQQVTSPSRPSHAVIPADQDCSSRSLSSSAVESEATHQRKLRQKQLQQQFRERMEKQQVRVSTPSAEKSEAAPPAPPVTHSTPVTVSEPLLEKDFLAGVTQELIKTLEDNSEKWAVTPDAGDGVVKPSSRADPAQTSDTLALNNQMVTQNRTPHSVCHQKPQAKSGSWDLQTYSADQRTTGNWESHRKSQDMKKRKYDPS
# RAD54 branch – inhibitors of human RAD54 branch migration, primary screen, biochemical, fluorescence, single point; DNA repair and recombination protein RAD54-like (Homo sapiens), Q92698; RAD54 Holliday junction branch migration, FAM/BHQ fluorescence; inhibition, % at 10.4 µM; hit rate 0.14% among 360,000; AID 602329, 2012;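 active means mean normalized replicate activity at least 40 and at least half of replicates scoring 40 or more; inconclusive means only one of the two criteria met; inactive means mean below 40 and under half of replicates reaching 40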;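 further: 0% = median of neutral control wells and 100% = median of positive control wells; inhibitors cause a drop in the FAM fluorescence signal; in these data hits start at about 50%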
# miR122 inh – miR-122 Renilla sensor signal increase in Huh7, primary screen, miR-122 inhibitor project, cell-based, single point, plate reader. AID 602342, 2012. hit rate 0.3% among 340,000. activation (reporter increase), % at 12.5 µM. Huh7 miR-122 Renilla luciferase sensor, 48 h; neutral wells = 0, positive control = 100;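 active means mean replicate activation score at least 90 and every replicate individually at or above 90; inconclusive means only one of the two criteria met; inactive means neither criterion met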;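 further: higher luciferase means less miR-122 activity so hits act as miR-122 inhibitors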
# ERAP1 inh – human ERAP1 aminopeptidase inhibitors, primary screen, biochemical, single point, plate reader; recombinant ERAP1, Leu-AMC fluorescence, 60 min; inhibition, % at 10.7 µM; hit rate 0.15% among 340,000;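 active means mean replicate inhibition of at least 30%, or all replicates individually reaching that 30% level; inactive means mean below 30% and not every replicate reaching it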;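 further: 0% = neutral control wells and 100% = L-leucinethiol positive control wells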
# * hit, by the source's call; ? = inconclusive; . = no result given; [ ] = another dose, or the depositor's remark.
SMILES,Cneo AK release,PglD inh,PGC1a acetyl inh,E-sel inducer,RAD52 anneal inh,RAD54 branch,miR122 inh,ERAP1 inh
CSCCC(NC(=O)c1ccco1)C(=O)NCC1CCCO1 (configuration not stated),2,2,-5,1.0,-3,-5,-2,0
COCCNC(=O)C[C@H]1C[C@H]2c3cc(NC(=O)c4cccnc4)ccc3O[C@H]2[C@H](CO)O1,-3,2,9,0.9,-7,6,-1[16.7 µM],-1
COc1ccc(NC(=O)c2ccc3c(c2)CCN3S(C)(=O)=O)cc1,1,-2,24,.,-11,-1,-1,-1
Cc1noc(C)c1S(=O)(=O)Nc1ccc2c(c1)C(=O)N([C@H](C)CO)C[C@@H](C)[C@H](CN(C)Cc1ccc(C(F)(F)F)cc1)OCCCC[C@@H](C)O2,7,-4,5,-0.3,4,-6,-9[16.7 µM],3
O=C(Nc1ccc(F)cc1)N[C@H]1CC[C@@H](CCNS(=O)(=O)c2cccc(Cl)c2)O[C@@H]1CO,-3,2,0,-0.5,-5,-7,.,0
CCC(=O)NC[C@@H]1[C@@H](c2ccc(C3=CCCC3)cc2)[C@@H](CO)N1C(=O)C1CC1,2,-3,-1,-0.1,.,-3,0[16.7 µM],.
COc1ccc2c3c(n(C)c2c1)[C@H](CO)N(CC1CCOCC1)CC31CN(C(=O)Nc2ccccc2)C1,.,.,-2,-0.3,-38,.,.,1
O=C(Nc1ccc(N2CCOCC2)c(Cl)c1)c1ccc(Br)o1,3,-6,-4,.,.,8,-5,.
C#CCOCCOCCOCCNc1nc(N2CCOCC2)nc(N2CCN(C(=O)[C@H](CO)n3cc([C@@H](N)C(C)C)nn3)CC2)n1,-1,3,.,-0.2,0,-19,0,-9
Cc1ccc(S(=O)(=O)N[C@@H]2C=C[C@H](CC(=O)NC3CCCCC3)O[C@@H]2CO)cc1,4,-1,-13,-0.3,5,-3,.,-3
COc1ccc(-n2c(N)c(C(=O)NCc3ccco3)c3nc4ccccc4nc32)c(OC)c1,1,-5,.,.,-23,-7,.,-1
CC(CNCC1CCCO1)COc1cccc2ccccc12 (configuration not stated),-2,0,5,.,.,-11,3,.
COC(=O)C[C@@H]1C[C@H]2c3cc(NC(=O)NC4CCCC4)ccc3O[C@H]2[C@@H](CO)O1,-4,1,4,0.2,-7,-8,1[16.7 µM],-1
COc1ccc2c(c1)C=C(CN1CCN(C3CCCC3)C(CCO)C1)CO2 (configuration not stated),2,3,-4,-0.1,-4,-3,6,7
NCC[C@H]1CC[C@H](NS(=O)(=O)c2ccc(Cl)cc2)[C@@H](CO)O1,1,5,-3,-0.1,18,8,.,0

# Of the compounds above, these contain fluorine.
SMILES,Cneo AK release,PglD inh,PGC1a acetyl inh,E-sel inducer,RAD52 anneal inh,RAD54 branch,miR122 inh,ERAP1 inh
Cc1noc(C)c1S(=O)(=O)Nc1ccc2c(c1)C(=O)N([C@H](C)CO)C[C@@H](C)[C@H](CN(C)Cc1ccc(C(F)(F)F)cc1)OCCCC[C@@H](C)O2,7,-4,5,-0.3,4,-6,-9[16.7 µM],3
O=C(Nc1ccc(F)cc1)N[C@H]1CC[C@@H](CCNS(=O)(=O)c2cccc(Cl)c2)O[C@@H]1CO,-3,2,0,-0.5,-5,-7,.,0

# (next part)
SMILES,Cneo AK release,PglD inh,PGC1a acetyl inh,E-sel inducer,RAD52 anneal inh,RAD54 branch,miR122 inh,ERAP1 inh
CC(C)Cn1c(-c2ccc(Br)cc2)c[nH]c1=S,.,.,13,2.0,-3,.,.,2
CC1=CC(C)C2(COC(c3ccc[n+](C)c3)OC2)C(C)C1 (configuration not stated),.,.,-13,4.1,-15,.,-3,106*
CC1(C)O[C@@H]2C[C@H]3[C@@H]4C[C@H](F)C5=CC(=O)CC[C@]5(C)[C@H]4[C@@H](O)C[C@]3(C)[C@]2(C(=O)CO)O1,0,-3,-4,0.6,-6,14,9,-2
C[C@@H]1CCCCO[C@H](CN(C)C(=O)NC2CCCCC2)[C@H](C)CN([C@@H](C)CO)C(=O)c2cc(NS(=O)(=O)c3cn(C)cn3)ccc2O1,0,2,.,0.2,-1,-8,3[16.7 µM],5
O=C(CO)N/N=C/c1ccc(Cl)cc1,0,2,6,.,.,7,0,.
COc1ccccc1C(CNC(=O)C1CC(=O)N(Cc2ccccc2)C1)N1CCCC1 (configuration not stated),2,2,-4,.,-65,3,0,0
CCOC(=O)c1nnn(-c2nonc2N)c1CN(C)Cc1ccccc1,-3,-1,13,.,.,-6,-7,.
CCc1ccc(N2C(=O)Nc3ccccc3C2(O)C(=O)N2CCN(c3ccccn3)CC2)cc1 (configuration not stated),1,3,.,0.7,-9,2,-4,2
COCC(=O)NC[C@@H]1[C@@H](c2ccc(C3=CCCC3)cc2)[C@H](CO)N1C(C)=O,1,-3,14,-0.1,.,3,-1[16.7 µM],.
C=CCN(CC=C)Cc1cc(=O)oc2ccc3ccccc3c12,-1,-5,-25,0.1,-39,0,24,-1
COCCNC(=O)C(c1ccc(C)cc1)N(C(=O)CCC(=O)Nc1ccccn1)C1CCCCC1 (configuration not stated),1,-1,.,.,-13,2,0,-1
COc1ccc(S(=O)(=O)N2CCCCCC2)cc1C(=O)NCc1ccc(C)cc1,-2,4,-10,-1.8,-15,-2,11,2
Cn1ccc2c(-c3ccc(C(N)=O)cc3)cc3c(c21)C1CCC3O1 (configuration not stated),-1,-3,5,.,0,-3,4,.
Cc1cccc(NC(=O)CN2C(=O)NC(C)(c3ccc4ccccc4c3)C2=O)n1 (configuration not stated),-3,1,-8,1.3,-4,3,5,3
CCOC(=O)c1c(C)[nH]c(C(=O)OC(C)C(=O)Nc2ccccc2OC)c1C (configuration not stated),3,-5,.,-0.3,-64,-1,.,0

# Molecules shown so far that contain an NH in an aromatic ring (two):
SMILES,Cneo AK release,PglD inh,PGC1a acetyl inh,E-sel inducer,RAD52 anneal inh,RAD54 branch,miR122 inh,ERAP1 inh
CC(C)Cn1c(-c2ccc(Br)cc2)c[nH]c1=S,.,.,13,2.0,-3,.,.,2
CCOC(=O)c1c(C)[nH]c(C(=O)OC(C)C(=O)Nc2ccccc2OC)c1C (configuration not stated),3,-5,.,-0.3,-64,-1,.,0

# Other results
SMILES,Cneo AK release,PglD inh,PGC1a acetyl inh,E-sel inducer,RAD52 anneal inh,RAD54 branch,miR122 inh,ERAP1 inh
O=C1CC(c2ccccc2)n2nc(N3C(=O)c4ccccc4C3=O)nc2N1 (configuration not stated),0,-3,2,.,.,-8,-1,.
CCC1(c2ccccc2)NC(=O)N(CC(=O)NCc2ccncc2)C1=O (configuration not stated),0,0,.,2.0,-12,5,.,1
COc1ccc(/C=C2\N=C(c3ccccc3)N(c3ccc(C(=O)O)cc3)C2=O)cc1OC,-5,-6,0,.,-116,-14,0,2
CN(CC(=O)NC1CCCCCC1)S(=O)(=O)c1ccccc1,-1,-4,11,.,-1,0,-6,2
CN(C)c1ccc(/C=C/C=C2/SC(=S)N(c3ccccc3)C2=O)cc1,0,2,5,.,.,-8,3,.
O=C(O)C[C@H]1C[C@@H]2c3cc(NC(=O)Nc4ccccc4)ccc3O[C@@H]2[C@H](CO)O1,2,1,8,-0.1,5,-14,1[16.7 µM],-1
CC(C)NC(=O)N(C)C[C@H]1Oc2cc(-c3ccncc3)ccc2S(=O)(=O)N([C@H](C)CO)C[C@H]1C,-4,-3,16,-0.1,11,-2,-11[16.7 µM],-4
COc1cc(S(=O)(=O)NCCCn2ccnc2)ccc1Cl,4,4,14,0.0,-8,-3,28,0
CC(C)C#Cc1cnc2c(c1)C(=O)N([C@@H](C)CO)C[C@H](C)[C@@H](CN(C)Cc1ccc3c(c1)OCO3)O2,-1,-1,0,1.1,20,-18,-3[16.7 µM],1
CCc1ccc(NC(=O)C2=CC(c3cccs3)=NS(=O)(=O)N2C)cc1,2,2,-8,-0.2,6,1,14,-4
C[C@H](CO)N1C[C@H](C)[C@H](CN(C)Cc2ccc(C(=O)Nc3ccccc3N)cc2)Oc2ccc(NC(=O)C3CC3)cc2CC1=O,-5,1,-9,4.1,7,5,165*[16.7 µM],-3
CC(c1n[nH]c(=S)n1Cc1ccccc1)N(C)C (configuration not stated),.,.,?,1.1,-15,.,-7,4
CCC(Sc1n[nH]c(=O)[nH]c1=O)C(=O)OCc1ccccc1 (configuration not stated),2,-6,15,.,.,1,4,.
COc1cc(-c2cc(C(=O)N3CCN(c4ccccn4)CC3)c3ccccc3n2)cc(OC)c1OC,-2,5,-24,.,.,-9,26,.
O=C(CCc1nnc(C2CCCCC2)o1)N1CCCCC1CCn1cccn1 (configuration not stated),-2,3,11,.,-14,-2,-3,-6

# Three compounds from above, showing only PglD inh, ERAP1 inh and Cneo AK release.
Compound | PglD inh | ERAP1 inh | Cneo AK release
CC(c1n[nH]c(=S)n1Cc1ccccc1)N(C)C (configuration not stated) | . | 4 | .
CCC(Sc1n[nH]c(=O)[nH]c1=O)C(=O)OCc1ccccc1 (configuration not stated) | -6 | . | 2
COc1cc(-c2cc(C(=O)N3CCN(c4ccccn4)CC3)c3ccccc3n2)cc(OC)c1OC | 5 | . | -2

# Continued:
SMILES,Cneo AK release,PglD inh,PGC1a acetyl inh,E-sel inducer,RAD52 anneal inh,RAD54 branch,miR122 inh,ERAP1 inh
CCOC(=O)Cc1nn(CCc2ccccn2)c(=O)c2ccccc12,0,2,1,.,.,-8,-8,.
CCC(=O)N(C)C[C@H]1Oc2cc(Br)ccc2S(=O)(=O)N([C@@H](C)CO)C[C@@H]1C,-8,-4,13,1.8,-1,-11,-5[16.7 µM],1
O=C(c1c(O)c2ccccc2oc1=O)C1CCCCC1,5,-3,.,.,.,-31,7,.
COc1ccccc1C1(O)C(=O)Nc2ccccc21 (configuration not stated),-1,-2,3,1.8,-11,-11,-4,1
O=C(Nc1cccc(F)c1)N1CC(=O)N2[C@@H](CO)[C@H](c3ccc(-c4ccccc4F)cc3)[C@@H]2C1,.,.,0,0.6,-35,.,.,1
OC[C@@H]1CN(Cc2ccc3c(c2)OCO3)C[C@H](n2cnc3c(NCc4ccc(F)cc4)ncnc32)O1,0,4,5,0.5,-9,0,-8,-1
COCC1CCCCN1C(=O)c1ccc2nc(Cc3ccc(OC)c(OC)c3)oc2c1 (configuration not stated),-2,-1,5,-0.3,-17,-3,-6,-1
O=C(COC(=O)c1ccc2c(c1)OCCO2)Nc1cc(S(=O)(=O)N2CCOCC2)ccc1Cl,-2,-1,2,4.3,-7,-2,-7,-8
N#Cc1cccc(-c2ccc3c(c2)[C@H]2[C@H](CCN2S(=O)(=O)c2ccccc2)[C@H](CO)N3)c1,7,1,-2,-0.1,6,1,7[16.7 µM],-1
CCOC(=O)c1cc(OC(=O)c2ccccc2Br)n(-c2ccccc2)n1,0,0,7,.,-3,9,1,-1

# miR122 inh: what is marked active above
Molecule | PglD inh | PGC1a acetyl inh | RAD52 anneal inh | miR122 inh | ERAP1 inh
C[C@H](CO)N1C[C@H](C)[C@H](CN(C)Cc2ccc(C(=O)Nc3ccccc3N)cc2)Oc2ccc(NC(=O)C3CC3)cc2CC1=O | 1 | -9 | 7 | 165*[16.7 µM] | -3

# Screening data from PubChem.
